NadD inh: blocks S. aureus nicotinate mononucleotide adenylyltransferase. purified NadD enzyme, colorimetric absorbance read-out. inhibition, % at 20 µM. 360,000 tested, 0.78% active. AID 602399; in the data active means inhibition above about 26%; further: some compounds past the cut are filed as inactive
FAS TE block: FAS thioesterase (human) inhibition; P49327; 360,000 tested, 0.67% active; AID 602261; recombinant FAS-TE, OMFH fluorogenic substrate, fluorescence endpoint; inhibition, % at 15 µM;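 active means compounds whose normalised, plate-corrected inhibition of enzyme fluorescence in the single-dose primary screen is 50% or more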;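 further: 0% = DMSO with enzyme and 100% = substrate without enzyme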
CSN deneddyl inh: CSN deneddylation inhibition; Q92905; Purified CSN, SCF-Nedd8-OG deneddylation, fluorescence polarization; inhibition, % at 12.5 µM; 360,000 tested, 0.38% active;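 active means pattern-corrected inhibition above about 35%, with an unprinted fluorescence ratio check between 0.5 and 1.5, limit read from the data, passing the limit was not always enough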;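 further: 0% = enzyme with substrate and 100% = substrate without enzyme; some results filed as inactive read as strong as hits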
Target sequence (Q92905 whole entry, looked up, one chain of several): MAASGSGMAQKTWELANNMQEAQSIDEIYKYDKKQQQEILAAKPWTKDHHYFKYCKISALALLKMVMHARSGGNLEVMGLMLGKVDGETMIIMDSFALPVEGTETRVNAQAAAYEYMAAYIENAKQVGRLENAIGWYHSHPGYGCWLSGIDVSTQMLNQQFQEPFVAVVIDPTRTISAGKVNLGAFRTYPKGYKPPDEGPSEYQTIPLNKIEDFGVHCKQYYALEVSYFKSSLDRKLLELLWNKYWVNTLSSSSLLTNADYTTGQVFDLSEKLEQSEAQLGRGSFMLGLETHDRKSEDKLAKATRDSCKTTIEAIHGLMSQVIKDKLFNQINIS
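Material: purified human Csn5 enzyme expressed in HEK293T cells / Medium: Tris buffer pH 7.5, NaCl, DTT, Tween-20, trehalose, ovalbumin / Compound dosing: 12.5 µM single point / Schedule: 90 min incubation of compound, enzyme and substrate at room temperature / Signal: fluorescence polarization of the substrate / Control set: no-enzyme wells high, enzyme-with-substrate wells low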
Rin1-Abl PPI inh: inhibitors of human Rin1-Abl protein interaction; 360,000 tested, 0.4% active; P00519+Q13671; TR-FRET Rin1/Abl binding, biochemical; inhibition, % at 7.35 µM; in the data active means inhibition above about 5%, passing the limit was not always enough
SKN-1 block: C. elegans SKN-1 inhibition; C. elegans VP596 Pgst-4::GFP/RFP ratio, acrylamide-induced, 24 h; inhibition, % at 21.8 µM; 360,000 tested, 0.49% active;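 active means interference check ratio from 0.5 to 1.5 plus GFP to RFP signal ratio inhibition reaching or exceeding a fixed threshold, cut at about 30% in these data, passing the limit was not always enough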; further: some compounds called inactive have numbers as strong as hits
MT1-MMP act inh: inhibitors of human MT1-MMP activation. HT1080 RFP-PRO-GFP cells, GFP/RFP ratio fluorescence, overnight; percent of plate control window, DMSO zero. GFP/RFP ratio change, % at 20 µM. 360,000 tested, 0.061% active. AID 651647;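 active means GFP/RFP ratio change of at least 30% with cell ATP level not reduced by more than half and red fluorescence within 50% of control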; further: strong numbers were not always called active
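Compound: 20 µM single dose, 1% DMSO / System: HT1080 RFP-PRO-GFP cells / Controls: DMSO and RFP-L50D-GFP cell wells / Read-out basis: GFP/RFP fluorescence ratio / Schedule: overnight compound exposure at 37 °C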
PABP1 MLLE inh: inhibitors of microRNA-mediated deadenylation, human PABP1 MLLE binding | GST-MLLE / FITC-PAM2 fluorescence polarization | inhibition, % at 20 µM | P11940 | 360,000 tested, 0.36% active; in the data active means inhibition above about 35%, passing the limit was not always enough;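 further: plate controls were DMSO wells with GST-MLLE for no effect and wells lacking GST-MLLE protein for full effect; some results filed as inactive read as strong as hits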
Target sequence (P11940 whole entry, looked up): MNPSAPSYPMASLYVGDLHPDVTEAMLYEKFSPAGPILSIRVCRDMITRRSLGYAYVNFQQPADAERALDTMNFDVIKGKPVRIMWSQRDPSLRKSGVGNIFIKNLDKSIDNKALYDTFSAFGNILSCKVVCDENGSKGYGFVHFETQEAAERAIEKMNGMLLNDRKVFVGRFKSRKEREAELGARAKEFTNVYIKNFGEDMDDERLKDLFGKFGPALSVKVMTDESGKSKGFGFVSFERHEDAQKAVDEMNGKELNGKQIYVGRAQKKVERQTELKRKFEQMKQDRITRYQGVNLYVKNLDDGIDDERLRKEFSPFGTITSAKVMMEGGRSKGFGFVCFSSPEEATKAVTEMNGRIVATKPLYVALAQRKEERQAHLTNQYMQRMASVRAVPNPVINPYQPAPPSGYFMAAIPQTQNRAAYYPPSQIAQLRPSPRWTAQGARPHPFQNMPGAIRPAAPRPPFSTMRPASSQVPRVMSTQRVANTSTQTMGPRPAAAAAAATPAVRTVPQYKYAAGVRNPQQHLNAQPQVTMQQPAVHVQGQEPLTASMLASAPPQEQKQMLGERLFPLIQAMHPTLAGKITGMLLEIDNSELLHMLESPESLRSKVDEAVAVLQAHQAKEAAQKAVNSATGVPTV
Neddylation inh: cullin neddylation inhibition; calls only at 25 µM; TR-FRET cullin neddylation, biochemical; AID 651699; 360,000 tested, 0.58% active; in the data active means inhibition above about 36%
Rpn11 block: Rpn11 (human) deubiquitinase inhibition; human 26S proteasome, Ub4-pepOG fluorescence polarization; 20S core pre-blocked with epoxomicin; calls only at 20 µM; 360,000 tested, 0.59% active;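 active means inhibition at 20 µM, scaled to each plate's controls, above about 33%, limit read from the data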
The depositor's hits bear a star; i = inactive; x = not tested or not shown.

SMILES	NadD inh	FAS TE block	CSN deneddyl inh	Rin1-Abl PPI inh	SKN-1 block	MT1-MMP act inh	PABP1 MLLE inh	Neddylation inh	Rpn11 block
COc1cc(C(=O)OCC(=O)Nc2cccc(S(=O)(=O)N3CCCC3)c2)ccc1OCC(C)C	-5	28	2	1	5	0	-3	i	i
CNc1ncnc2c1ncn2[C@H]1CN(CCc2ccccc2)C[C@@H](CO)O1	2	-7	0	0	-2	3	-13	i	i
Cc1ccc(-c2cc(C(=O)N3CC(C)OC(C)C3)c3ccccc3n2)o1 (configuration not stated)	0	-9	0	1	-8	-2	16	x	i
O=C(CN1CCN(S(=O)(=O)c2cccc(F)c2)CC1)NCC1(N2CCOCC2)CCCCC1	3	-8	1	5	10	-7	-5	i	i
O=C(CCCN1C(=O)[C@H]2CC=CC[C@H]2C1=O)NCc1nc(-c2ccc(Cl)cc2)no1	-7	2	0	-1	11	1	-9	i	i
COc1ccc(C2(SCC(N)C(=O)O)c3ccccc3-c3ccccc32)cc1 (configuration not stated)	36*	4	1	1	-9	-3	18	i	i
COc1ccc(C(=O)CSc2nnc(C3CCCCC3)n2N)c(OC)c1	3	2	-1	0	-10	-7	-59	i	i
CCOC(=O)C1=CCN(S(=O)(=O)c2ccc(C)cc2)[C@H]1c1ccccc1Cl	-3	25	1	1	13	-1	12	i	i
COc1ccc(S(=O)(=O)N2CCC(C(=O)Nc3cc(Cl)ccc3N3CCOCC3)CC2)cc1OC	2	22	-3	2	7	-20	5	i	i
Cc1cc(NC(=O)COC(=O)[C@@H]2CCCN2C(=O)c2cccs2)no1	1	-3	-8	1	-1	0	4	i	i

Individual results from the list:
In CSN deneddyl inh, COc1ccc(C2(SCC(N)C(=O)O)c3ccccc3-c3ccccc32)cc1 (configuration not stated) has 1
In Rin1-Abl PPI inh, COc1ccc(C(=O)CSc2nnc(C3CCCCC3)n2N)c(OC)c1 has 0

(list continues)
SMILES	NadD inh	FAS TE block	CSN deneddyl inh	Rin1-Abl PPI inh	SKN-1 block	MT1-MMP act inh	PABP1 MLLE inh	Neddylation inh	Rpn11 block
C=CCc1c(C)nc(C)nc1N/N=C/c1ccc(F)cc1	1	-7	2	-3	7	0	-13	i	i
C=CCNC(=O)C1=NN(c2c(F)c(F)cc(F)c2F)C(=O)CC1	-3	-5	0	0	-2	-1	-4	i	i
Cc1ccc(OCCC(=O)OCC(=O)Nc2c(C)nn(-c3ccccc3)c2C)cc1	1	-1	1	-2	14	-2	-16	i	i
CC(=O)Nc1ccc2c3c(cccc13)C(=O)N(c1ccccc1)C2=O	-1	1	-10	-2	0	-5	13	i	i
CCOC(=O)c1ccc(NC(=O)CCOc2ccccc2)cc1	-8	11	4	1	16	7	7	i	i
CN(C)CCCN1c2ccccc2CCc2ccccc21	0	-2	-2	0	2	-4	-11	i	i
C=CCSc1nnc(NC(=O)C2CSC3(C)CCC(=O)N23)s1 (configuration not stated)	-4	-8	4	3	4	3	17	i	i
CCNc1nc(Oc2ccc(C(=O)OC)cc2)nc(N2CCOCC2)n1	-7	1	2	-1	7	-2	11	i	i
C/C(=N\O)C(=O)NCCN1CCCCC1	-1	-8	-3	2	-2	2	-1	i	i
CCNC(=S)N1C2CCC1CC(NC(=O)NC1CCCCC1)C2 (configuration not stated)	-1	-9	-6	3	-1	4	-103	i	i
CCCn1c(C)cc(C(=O)COc2ccc(-c3nnco3)cc2)c1C	-3	1	3	3	5	-1	-19	i	i
CC(C)=CC1C(C(=O)NCCOc2ccccc2)C1(C)C (configuration not stated)	1	5	-1	0	1	1	-2	i	i
O=C(c1ccc(-n2cncn2)c([N+](=O)[O-])c1)N1CCN(S(=O)(=O)c2ccc(F)c(F)c2)CC1	-4	-7	-6	3	-6	1	-2	i	i
COC(=O)CCN1CCN(S(=O)(=O)c2ccccc2Br)CC1	3	-3	1	3	0	4	3	i	i
C=CCNC(=O)N1CCc2[nH]c3ccc(F)cc3c2C1	-5	-23	-6	0	-4	-2	31	i	i
COC(=O)C1=C(C)n2nnnc2NC1c1cc2ccccc2o1 (configuration not stated)	-8	-2	4	1	5	3	4	i	i
Cc1ccc(NS(=O)(=O)c2ccc(/C=C/C(=O)O)cc2)cc1Cl	-2	-6	2	1	-15	0	-3	i	i
COc1cccc(CNc2ccc3[nH]c(=O)[nH]c3c2)c1OCc1ccccc1Cl	-2	15	3	1	0	2	-2	i	i
CCc1cc2cc(C)ccc2nc1SCC(=O)NC1CCCC1	1	18	1	-5	-4	-4	14	i	i
CC(C)=CCCC(C)CN1CCC(N2CCC(C(=O)N3CCCC3)CC2)CC1 (configuration not stated)	-5	-4	-1	-1	-10	7	-2	i	i
CC(=O)Nc1ccc(NC(=O)CSc2nccn2Cc2ccccc2)cc1	1	-4	2	0	5	4	-31	i	i
COc1cc(NC(=O)COC(=O)CO/N=C(\C)c2ccc3c(c2)OCO3)cc(OC)c1	-13	12	-4	2	10	-1	-14	i	i
CCOC(=O)C1=C(COC(=O)CCOc2ccc(C)cc2)NC(=O)NC1C (configuration not stated)	-1	-6	2	-1	7	3	-4	i	i
O=C(CSc1nnc(CNc2ccc(F)cc2)o1)N1CCCc2ccccc21	-5	-5	1	1	27	2	-1	i	i
CC1(C)CC(=O)C=C(Nc2cccc(C(F)(F)F)c2)C1	-5	-4	1	3	-9	2	1	i	i
CCOC(=O)CNc1nnc(SCC(=O)OCC)[nH]c1=O	-3	36	-6	-2	1	-1	46*	i	i
CCCCN(CC)C(=O)c1ccc(Cl)c(Cl)c1	-4	-1	-1	4	30	-3	0	i	i
O=C(Nc1ccc(Cc2ccncc2)cc1)c1ccc([N+](=O)[O-])o1	-7	8	0	0	23	3	-3	i	i
Cc1cc(C)c(S(=O)(=O)NCC(c2cccnc2)N2CCN(Cc3ccccc3)CC2)c(C)c1 (configuration not stated)	-1	-2	4	-3	1	0	2	i	i
CCOc1ccc(NC(=S)N(CCN2CCOCC2)Cc2cc3cc4c(cc3[nH]c2=O)OCCO4)cc1	7	-1	3	-1	4	1	-35	i	i
COc1ccc(N(CC(=O)NC(C)C)C(=O)CCC(=O)Nc2ccccn2)cc1	1	-3	3	-2	2	0	7	i	i
Cc1[nH]c2c([N+](=O)[O-])cccc2c1C	-3	2	-3	-5	8	-3	2	i	i
O=C(COC(=O)c1cc(Cl)nc(Cl)c1)Nc1ccc(Cl)c(S(=O)(=O)N2CCOCC2)c1	-1	-2	0	5	5	0	-46	i	i
O=C(COC(=O)c1cccs1)Nc1ccccc1	0	-8	1	-3	0	-1	-9	i	i
CCN(CC)S(=O)(=O)c1cc(NC(=O)COC(=O)CCC(=O)c2cccs2)ccc1C	-6	12	-1	-3	-3	-2	-7	i	i
CCCn1nnc(NC(=O)c2cc(Br)ccc2OC)n1	0	-2	1	4	2	5	3	i	i
COc1ccc(CNc2oc(-c3cccc4ccccc34)nc2C#N)cc1	-9	31	3	-1	13	-2	-9	x	i
CC1CCN(C(=O)c2ccc3c(Cl)c4c(nc3c2)CCCC4)CC1	-2	71*	-3	3	3	2	-8	i	i
COc1ccc(-c2cc(C(=O)OCC(=O)N(C)C)c3ccccc3n2)cc1	-3	0	-4	2	-16	-2	-9	i	i
N#Cc1ccc(OCC(=O)Nc2nc(-c3cccnc3)cs2)cc1	8	-5	-4	1	3	0	-6	i	i
Cc1ccc(F)cc1NC(=O)N1CCCN(C(=O)OC(C)(C)C)CC1	-2	-3	-2	-1	11	0	-1	i	i
CC(=O)N1CCN(c2ccc(NC(=O)c3ccc(C)c([N+](=O)[O-])c3)cc2)CC1	0	1	1	0	13	3	3	i	i
COc1ccc(-c2ccc(SCC(=O)NC3CCCCC3)nn2)cc1OC	-2	-4	-1	3	1	0	6	i	i
Cc1ccc2cc(CCNS(=O)(=O)c3ccc(F)cc3)c(=O)[nH]c2c1C	-2	0	5	0	4	-3	4	i	i
CCOc1ccccc1N(CC(=O)NCc1ccccc1)C(=O)CCC(=O)Nc1cc(C)ccn1	10	-7	-1	2	-7	-4	2	i	i
O=C(NCc1ccc2c(c1)OCO2)c1cc2ncc(Br)cn2n1	18	7	-2	3	31	-3	-1	i	i
C/C(=N\NS(=O)(=O)c1ccc(Cl)cc1)c1ccc(O)cc1	8	-3	4	5	-8	0	3	i	i
COc1cccc(Cn2cnc3c(NS(=O)(=O)c4cccc(Cl)c4Cl)c(C)c(C)cc32)c1	30*	29	-2	-2	3	-3	-6	i	i
Cc1ccc(C(=O)NC(=S)Nc2cccc(-c3nc4ccccc4s3)c2)cc1	-1	8	2	0	12	15	41*	i	i
Cn1c(=O)c2[nH]c(C3CC=CCC3)nc2n(C)c1=O (configuration not stated)	-1	-8	-2	3	13	-2	-2	i	i
(further entries)
SMILES	NadD inh	FAS TE block	CSN deneddyl inh	Rin1-Abl PPI inh	SKN-1 block	MT1-MMP act inh	PABP1 MLLE inh	Neddylation inh	Rpn11 block
COc1c(NC=O)c2c(c([N+](=O)[O-])c1OC)C(=O)OC2	2	5	4	-2	13	-7	-10	i	i
O=S(=O)(c1cccc(S(=O)(=O)N2CCOCC2)c1)N1CCCCC1	-1	-7	4	-2	-4	-6	9	i	i
CCOc1ccc(-c2c(=O)n(OCc3ccc([N+](=O)[O-])cc3)c3ccccc3[n+]2[O-])c(OCC)c1	-7	0	6	2	-2	-2	0	i	i
O=C(CNC1CCCC1)Nc1ccc(N2CCCCCC2)cc1	-1	-1	2	-1	-7	3	-5	i	i
CCN(CC)c1ccc(NC(=O)c2cccnc2)cc1	-4	-14	0	3	-3	5	-2	i	i
COc1cc([N+](=O)[O-])ccc1NC(=O)CN1CCN(C(=O)c2ccco2)CC1	-1	1	-10	-6	1	0	-2	i	i
COc1ccc(N/C(=N/c2nc(C)cc(C)n2)NC(=O)Nc2ccc(Cl)c(Cl)c2)c(OC)c1	33*	23	3	-1	7	-1	1	i	i
COc1ccc(-n2ccsc2=S)cc1	1	-7	1	4	5	0	8	i	i
Cn1c(SCc2cc([N+](=O)[O-])cc3c2OCOC3)nnc1-c1ccccn1	4	17	0	1	0	2	-1	i	i
CCC(=O)N(Cc1c(C)nn(-c2ccccc2)c1Cl)c1ccc(Cl)cc1	-5	12	0	-3	13	-1	12	i	i
COc1ccc(S(=O)(=O)N2CCN(C(=O)c3sccc3-c3ccccc3)CC2)cc1	1	18	5	0	23	-5	-7	i	i
O=C(c1ccc(Cl)cc1)[C@@H]1[C@@H]2C(=O)N(c3ccccc3)C(=O)[C@@H]2C2c3ccccc3C=NN21 (some centres not stated)	6	52*	-6	0	1	-11	-4	i	i
COc1cccc(N(C(=O)c2snc(C(N)=O)c2N)C(C(=O)NCC2CCCO2)c2ccc(C)o2)c1 (configuration not stated)	1	-2	3	3	7	-2	6	i	i
COc1ccc(C(=O)CC(c2ccccc2)C2CCCCC2=O)cc1 (configuration not stated)	-4	24	0	4	4	-1	7	i	i
CCN(CC)CCNC(=O)c1ccc(NC(=O)c2cccc(S(=O)(=O)Nc3ccc(C)cc3)c2)cc1	-7	2	-1	4	-7	-5	-5	i	i
O=C(c1ccsc1)N1CCN(C(=O)c2cccs2)CC1	3	-7	-2	1	-12	7	2	i	i
Cc1ccc(S(=O)(=O)N(Cc2ccccc2)c2ccccc2C(=O)N2CCCCC2)cc1	-5	16	0	3	34	-4	-3	i	i
